# Screening data as filed in PubChem.
# IEC-6 tox – kills IEC-6 intestinal cells in KLF5 counter-screen | IEC-6 cytotoxicity, luminescence viability | actives 0.78% (n = 290,000) | AID 1825 | inhibition, % at 5 µM; in the data active = inhibition above about 22%;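 note: 0% = plate median of test compound wells and 100% = cytotoxic reference compound wells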
# HSP90 inh – inhibitors of HSP90 luciferase refolding in rabbit reticulocyte lysate; luciferase refolding luminescence, 3 h; inhibition, % at 5.6 µM; actives 0.91% (n = 290,000);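 active = inhibition above the screen-wide mean plus 3 SD, computed separately per campaign, cut at about 16% in these data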;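 note: 0% = DMSO wells and 100% = 60 µM geldanamycin wells; inhibitors lower the luminescence because luciferase stays unfolded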
# PolyA inh – blocks polyadenylation in yeast reporter cells; calls only at 12 µM; AID 1875; actives 0.02% (n = 300,000); S. cerevisiae SKY197-pL101 polyadenylation reporter, beta-gal luminescence; efflux-impaired pdr1/pdr3 knockout yeast; score 100 = 6 SD above DMSO;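 active = lowest replicate activity score at least 50, where 100 means six control SD above control mean; inconclusive = lowest score under 50 but half or more replicates reach 50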;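 note: yeast exposed to compound for 9 h at 30 °C; higher score means more reporter readthrough which indicates perturbed polyadenylation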
# GSK3A inh – human GSK-3 alpha kinase inhibition; actives 0.1% (n = 320,000); AID 2650; ADP-Glo luminescence, 60 min; P49840; inhibition, % at 10 µM;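 in the data active = inhibition above about 50%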;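 note: GST-tagged GSK-3 alpha with peptide substrate and 25 µM ATP; 0% = DMSO neutral wells and 100% = GW8510 positive control wells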
# Target sequence (P49840 whole entry, looked up): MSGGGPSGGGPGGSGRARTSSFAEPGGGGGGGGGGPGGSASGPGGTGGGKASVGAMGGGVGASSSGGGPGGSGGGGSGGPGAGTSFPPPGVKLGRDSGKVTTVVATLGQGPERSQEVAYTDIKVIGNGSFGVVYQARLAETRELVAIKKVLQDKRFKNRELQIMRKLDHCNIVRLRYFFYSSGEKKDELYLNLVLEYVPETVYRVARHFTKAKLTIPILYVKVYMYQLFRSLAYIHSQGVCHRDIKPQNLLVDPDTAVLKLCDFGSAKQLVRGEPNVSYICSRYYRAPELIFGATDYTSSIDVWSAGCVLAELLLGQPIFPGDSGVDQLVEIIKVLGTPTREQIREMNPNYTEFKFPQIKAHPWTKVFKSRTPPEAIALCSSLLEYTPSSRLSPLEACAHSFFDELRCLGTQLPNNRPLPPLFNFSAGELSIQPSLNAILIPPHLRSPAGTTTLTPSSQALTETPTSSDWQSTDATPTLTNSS
# HSF1 activator – increases HSF-1 driven luciferase reporter signal | NIH3T3-HGL HSF-1 luciferase reporter, MG132, 8 h; 100% = twice DMSO control signal | activation, % at 9 µM | actives 1.7% (n = 300,000) | AID 504408;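 active = mean replicate activation of at least 50% with a set share of replicates each reaching 50%; inconclusive = only one of those two conditions met; inactive = mean below 50% and too few replicates reaching it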;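 note: 0% = median of the neutral control wells and 100% = twice that signal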
# HSF1 inh – HSF1 inhibition; actives 0.77% (n = 300,000); activity change, negative = inhibition, % at 7.5 µM (by protocol); AID 2098; NIH3T3-HGL HSE-luciferase, MG132-induced, luminescence 8 h; active compounds read low;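 active = more than half of replicate wells show activity change below -50%, luminescence cut by over half; inconclusive = some wells, but at most half, below -50%; inactive = no replicate well below -50%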;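 note: luciferase reports HSF-1 transcriptional activity via heat shock element; 0% = median of DMSO wells and -100% = zero luminescence signal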
# AI-2 QS mod – Vibrio harveyi AI-2 quorum sensing modulation. activity change, % at 7.5 µM. actives 0.4% (n = 300,000). Vibrio harveyi JMH597 AI-2 luminescence/OD600 ratio, 9 h; active compounds read low; strain lacks LuxN and CqsS sensors; 0 = neutral-control median. AID 2094; in the data active = activity change below about -75%, passing the limit was not always enough; inconclusive = no clear call, values can overlap the other calls;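 note: luminescence divided by OD600 gain over 9 h not by final OD600 alone; inactives centre near 13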
# aSyn UTR inh – MLPCN primary screen, SNCA 5' untranslated region; alpha-synuclein 5'UTR reporter, inhibitor activity; inhibition, % (tested at 7.5 µM); actives 0.82% (n = 300,000); AID 1813; in the data active = inhibition above about 60%; inconclusive = no clear call, values can overlap the other calls;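 note: H4 neuroglioblastoma cells stably carrying SNCA 5'UTR luciferase fusion; 0% = DMSO wells and 100% = positive control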
# KLF5 inhibitor – kruppel-like factor 5 inhibition | actives 0.23% (n = 290,000) | inhibition, % at 5 µM | AID 1700 | DLD-1 KLF5 promoter-luciferase reporter, luminescence;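 active = inhibition above a per-plate limit of that plate's mean compound inhibition plus 3 SD, cut at about 60% in these data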;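 note: 0% = DMSO wells and 100% = LY294002 at 200 µM; higher means less KLF5 promoter-driven luciferase light; inactives centre near -14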
# GSK3B inh – inhibitors of human GSK3beta kinase. GST-GSK3beta kinase, ADP-Glo luminescence, 60 min; active compounds read low. activity score (negative = inhibition), % at 10 µM. actives 0.038% (n = 300,000). AID 2097;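 active = more than half of replicate wells score below -50%, meaning over 50% inhibition versus plate controls; inconclusive = some replicates but at most half score below -50%; inactive = no replicate scores below -50%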;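 note: 0% = median DMSO wells and -100% = median GW8510 positive control wells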
# Target sequence (P49841 whole entry, looked up): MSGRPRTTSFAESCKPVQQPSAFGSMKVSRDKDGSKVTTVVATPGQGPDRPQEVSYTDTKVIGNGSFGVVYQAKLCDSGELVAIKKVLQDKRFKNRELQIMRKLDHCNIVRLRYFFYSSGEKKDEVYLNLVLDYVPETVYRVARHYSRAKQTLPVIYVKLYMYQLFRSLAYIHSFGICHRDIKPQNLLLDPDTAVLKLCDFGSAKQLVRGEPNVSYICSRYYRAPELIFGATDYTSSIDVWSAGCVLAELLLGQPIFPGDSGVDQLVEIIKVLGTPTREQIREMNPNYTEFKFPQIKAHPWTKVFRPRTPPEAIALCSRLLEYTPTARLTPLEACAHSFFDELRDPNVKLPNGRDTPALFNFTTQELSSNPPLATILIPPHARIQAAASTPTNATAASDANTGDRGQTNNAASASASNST
#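 test system = GST-tagged human GSK3beta kinase, cell-free | reagent = 25 µM ATP with peptide substrate | dosing = one dose of 10 µM per compound | schedule = 60 min reaction, RT | detection = luminescent ADP-Glo measurement of ADP formed | control set = DMSO neutral wells and GW8510 at 20 µM as positive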
# * hit, by the source's call; i = inactive; ? = inconclusive; nt = not tested or not shown.
SMILES,IEC-6 tox,HSP90 inh,PolyA inh,GSK3A inh,HSF1 activator,HSF1 inh,AI-2 QS mod,aSyn UTR inh,KLF5 inhibitor,GSK3B inh
CCOC(=O)N1CCC(NC(=O)CCc2c(C)nc3ncnn3c2C)CC1,2,3,i,-3,9,-3,-3,-24,-9,2
COc1ccc(CCNC(=O)CCCNC(=O)Cn2cnc3sc(C)c(C)c3c2=O)cc1OC,0,-1,i,0,-9,0,5,-10,-35,1
CCOc1cc2[nH]c(=S)n(CC3CCCO3)c(=O)c2cc1OCC (centres undefined),-2,1,i,1,-9,-4,7,0,-2,1
Cc1cccc2cc(C3CC(c4ccco4)=NN3S(C)(=O)=O)c(Cl)nc12 (centres undefined),-1,2,i,-2,-11,1,10,7,11,-4
COc1cc(C(=O)OC2CCOC2=O)c([N+](=O)[O-])cc1OC (centres undefined),-4,-7,i,-2,-1,-2,28,8,-27,0
Cc1nc(CS(=O)(=O)c2ccccc2)cc(Sc2ccc(Cl)cc2Cl)n1,2,-2,i,-7,-5,8,11,-19,-18,1
CCC1(c2ccc(F)cc2)NC(=O)N(CC(=O)Nc2ccccc2Cl)C1=O (centres undefined),-6,3,i,0,11,3,25,6,0,2
O=C(NCCCN1CCN(c2ccccc2)CC1)Nc1ccccc1C(F)(F)F,-1,-3,i,0,-2,4,42,-4,-15,1
COc1cccc(NC(=O)COC(=O)/C=C/c2ccc(Cl)cc2Cl)c1,-4,0,i,0,-10,-3,11,8,7,4
CCOC(=O)N1CCN(C(=O)C2CCCN(S(=O)(=O)c3cccnc3)C2)CC1 (centres undefined),-1,-1,i,nt,-8,-7,23,14,-26,3
Cn1sc(NC(=O)c2cccc(Cl)c2)nc1=O,-5,1,i,-1,16,3,27,-118,-60,3
CCC(C)[C@H](NC(=O)C1CC(=O)N(c2ccc3c(c2)OCCO3)C1)C(=O)N1CCCCC1 (some centres undefined),1,-1,i,-1,-7,-1,10,0,-24,0
O=C(Nc1ccc(Br)cc1)c1ccc(Br)c(S(=O)(=O)Nc2cccnc2)c1,0,2,i,3,3,-1,-45,-3,-9,3
CCn1c(SCc2ccc(F)cc2)nc2ccccc2c1=O,5,10,i,0,2,2,1,47,13,-2
CC(=O)N=C1SC2CS(=O)(=O)CC2N1c1c(Cl)cccc1Cl (centres undefined),0,2,nt,-1,nt,nt,6,nt,-37,3
Cn1c(CNS(=O)(=O)c2cccc(Cl)c2)cc(=O)n(C)c1=O,4,0,i,0,-38,-18,30,3,1,0
CC(C)NC(=O)CSCc1ccccc1Cl,3,2,i,-1,2,-1,11,-9,-16,0
CCn1cc(C(=O)O)c(=O)c2cc(F)c(N3CCNCC3)cc21,7,1,i,nt,-16,-7,24,-12,1,1
Cc1c(C(=O)NCCSCc2ccccc2Cl)cccc1[N+](=O)[O-],-8,2,i,-5,26,1,24,35,-34,1
NS(=O)(=O)c1ccc(CNS(=O)(=O)c2cc(Cl)ccc2Cl)cc1,-8,0,i,3,2,-6,-2,-5,5,3
O=C(Nc1ccc(Cc2ccncc2)cc1)C1CCC(N2C(=O)C3C4C=CC(C5CC45)C3C2=O)CC1 (centres undefined),-5,1,i,-1,33,5,32,-62,3,-1
COc1ccc2c(CC(=O)OCC(=O)c3ccc(F)cc3)coc2c1,-5,-3,nt,0,nt,nt,nt,nt,1,nt
Cc1[nH]nc(N2CCCCCC2)c1[N+](=O)[O-],-1,-8,i,11,-6,-1,12,17,-24,-10
O=S(=O)(c1ccc(Br)cc1)N1CCCc2ccccc21,8,2,i,-1,27,3,-7,-6,-14,-1
Cc1c(C(=O)O)sc2nc3n(c(=O)c12)CCCCC3,0,7,i,-1,-11,-6,53,-9,-20,-1

# Further results follow:
SMILES,IEC-6 tox,HSP90 inh,PolyA inh,GSK3A inh,HSF1 activator,HSF1 inh,AI-2 QS mod,aSyn UTR inh,KLF5 inhibitor,GSK3B inh
CC(=O)Nc1ccc(N2CCN(Cc3ccccc3)CC2)cc1,-2,0,i,-3,-11,-5,0,-7,-11,-1
O=C(O)c1ccc2cc(-c3ccccc3)[nH]c2c1,nt,nt,i,0,-51,-39,4,66*,nt,1
C/C(=C\c1cccc(Cl)c1)C(=O)c1c(C)cc(C)[nH]c1=O,-6,-3,i,0,3,-2,12,-20,-37,2
CCS(=O)(=O)n1nc(-c2ccccc2)nc1SC,-3,-4,i,-4,-19,-3,8,-32,-89,-2
Cc1ccc(-c2csc3n[nH]c(=S)n23)cc1,4,3,i,5,-13,-4,32,-15,-5,1
O=C(CCCCCn1c(=S)[nH]c2cc3c(cc2c1=O)OCO3)N1CCN(c2ccccc2)CC1,-5,10,nt,nt,3,1,3,2,-7,-1
CC1=Nn2c(nnc2-c2cccs2)SC1,1,1,i,1,6,2,22,-3,-35,-2
COc1ccc(S(=O)(=O)N2CCCCC2)cc1NC(=O)c1ccc2c(c1)OCO2,-8,-1,i,-1,3,-4,27,12,2,0
Cc1c(NC(=S)N/N=C/c2ccc(O)cc2)c(=O)n(-c2ccccc2)n1C,-8,-6,i,2,-6,2,31,33,-24,-3
CCOCCCNC(=O)C1CCN(S(=O)(=O)c2c(C)noc2/C=C\c2ccc(OC)cc2)CC1,0,4,i,0,4,3,26,-44,-3,1
O=C(NNC(=O)C1CCN(S(=O)(=O)c2ccc(Cl)cc2)CC1)c1ccncc1,-2,0,i,0,3,-5,20,20,9,2
C(=N\Nc1ccc2ccccc2n1)/c1ccc2c(c1)OCCO2,4,68*,i,-1,-85,-80*,23,108*,58,-3
CC1(C)Cc2c(sc(NC(=O)c3ccco3)c2C#N)CO1,7,7,i,-1,36,16,48,-100,-183,0
COc1ccc(OC)c(-c2cc(C(=O)NCCN3CCOCC3)no2)c1,0,4,i,-2,-5,-1,16,-31,-8,3
COc1ccc2cc3cc(C(=O)NC4CC4)sc3nc2c1,9,21*,i,-1,6,-15,17,?,10,0
COC(=O)CNc1nc(-c2cccnc2)nc2ccccc12,4,7,nt,11,nt,nt,nt,nt,-30,nt
O=C(NCCS(=O)(=O)N1CCN(c2cccc(Cl)c2)CC1)c1ccco1,nt,nt,i,4,-2,-7,7,8,nt,0
Cc1ccc(Oc2cc(NC(=O)CCCn3nc([N+](=O)[O-])cc3C)cc([N+](=O)[O-])c2)cc1,-6,-2,i,0,15,10,23,9,-15,-1
Cc1cc(C)cc(NC(=O)CN2CCN(C(=O)C3CCCO3)CC2)c1 (centres undefined),3,9,i,0,1,-3,13,14,-13,5
Cc1cc2occ(CC(=O)N(CC(C)C)c3c(N)n(Cc4ccccc4)c(=O)[nH]c3=O)c2cc1C,nt,nt,nt,3,0,-3,24,-5,nt,20
CC(C)C[C@H](NC(=O)c1nc[nH]c1C(=O)N1CCNCC1)C(=O)OCc1ccccc1,nt,nt,i,3,-3,-2,47,-2,nt,-1
COc1ccc(C(C(=O)NC2CCCCC2)N(Cc2ccco2)C(=O)CNC(=O)c2ccco2)cc1 (centres undefined),-3,-2,i,0,10,-5,8,-9,-6,-1
CCC(C)NC(=O)C1=C(C)C(=O)OC12CCC(C)CC2 (centres undefined),4,2,i,-1,0,-1,3,7,-32,2
COC(=O)c1ccc(NS(=O)(=O)c2ccccc2)o1,2,-2,i,-5,10,-4,67,14,-13,0
CC(C)C(=O)OC1CCS(=O)(=O)c2sccc21 (centres undefined),-3,-3,i,0,1,-5,32,11,-21,2

# New compounds follow:
SMILES,IEC-6 tox,HSP90 inh,PolyA inh,GSK3A inh,HSF1 activator,HSF1 inh,AI-2 QS mod,aSyn UTR inh,KLF5 inhibitor,GSK3B inh
COc1ccc(S(=O)(=O)N2Cc3ccccc3CC2C(=O)N2CCOCC2)cc1 (centres undefined),8,3,i,-2,7,4,9,20,-8,0
Cc1ccc(-n2c(=O)[nH]c3cc(C(=O)NC4CCN(Cc5ccccc5)CC4)ccc3c2=O)cc1,-5,2,nt,-1,0,0,17,-5,-15,1
CCOc1ccccc1CN1CCN(Cc2ccc3cccc(OC)c3n2)CC1CCO (centres undefined),9,1,i,3,-19,0,-5,39,-32,-2
COc1ccc(CCNC(=O)CSc2ccc(-c3ccco3)nn2)cc1OC,0,4,i,-3,-9,-4,15,24,3,1
CC(C)(C)OC(=O)N1CCC[C@H]1C(=O)N/N=C/c1ccc2ncccc2c1,3,1,i,8,3,-2,7,-6,5,0
CC(C)Cn1c(=O)c2c(nc3n2CCCN3Cc2ccccc2)n(C)c1=O,2,0,i,-2,5,2,54,13,-61,2
CCOc1ccc(C(=O)NC2CC(C)(C)NC(C)(C)C2)cc1,4,-2,i,-2,8,-7,11,-4,15,3
COc1ccc(Nc2oc(COc3ccccc3OC)nc2C#N)cc1,2,4,i,-1,27,5,1,98*,-1,2
COc1cc([N+](=O)[O-])ccc1N/C=C/C(=O)c1cccs1,6,14,i,-2,12,2,22,21,-161,0
O=[N+]([O-])/C=C1\CCCCCN1,-7,-3,i,-11,-3,3,9,0,-12,-3
O=C(NCCCNC1CCCCC1)c1ccc(/C=N/O)nc1,7,-1,i,2,-9,-6,17,-56,-27,1
CS(=O)(=O)c1ccccc1COC(=O)Nc1ccc(Cl)cc1,3,-1,i,-6,4,9,-40,-70,-46,-1
CCCCc1nnc(SCc2ccc(OCC)cc2)n1N,-2,-2,i,0,8,2,7,-17,-43,-2
CCN1C(=O)C(CC(=O)NCc2ccc(Cl)cc2)N(CC)C1=O (centres undefined),-4,0,i,-1,21,7,7,-22,4,2
O=C1OCc2cccc3cccc1c23,-6,-2,i,2,-9,-3,8,-19,-7,2
COc1ccc(NC(=O)NCc2cccn2C)c(OC)c1,0,4,i,1,-13,-7,13,-25,-13,1
O=C(N/N=C/c1ccc2c(c1)OCO2)c1ccc2c(c1)OCO2,1,1,i,0,6,2,12,-91,-76,-1
CCCn1c(N)c(N(CCOC)C(=O)CSCC(=O)Nc2cccc(C)c2)c(=O)[nH]c1=O,nt,nt,i,nt,-8,-1,10,7,nt,2
CC(=O)Nc1ccc(S(=O)(=O)N2CCC(NC(=O)C(Cc3cccc(F)c3)NC(C)=O)CC2)cc1 (centres undefined),-3,-2,i,0,6,2,22,6,1,-2
Cc1cc(N2CCN(C)CC2)nc(=S)[nH]1,0,-6,i,0,-4,-5,6,20,7,2
O=C1C2C3C=CC(C4CC34)C2C(=O)N1c1cccc2ccccc12 (centres undefined),-3,-3,i,0,16,7,-15,-23,-9,1
Cc1cc(CNC(=O)COc2ccccc2)c2ccccc2n1,-4,-1,i,nt,13,2,27,-27,-19,4
O=C(NNC(=S)Nc1ccccc1)c1ccco1,-4,-1,i,-2,21,7,25,-3,-10,1

# An excerpt. The share of hits here may be higher or lower than overall.
